aSyn yeast inh = qHTS of alpha-syn Inhibitors | Yeast expressing alpha-synuclein, growth rescue, BacTiter-Glo, 24 h | Potency, µM (series often up to 46.1 µM), inactives show at the highest dose growth rescue (activation), usual class: activators | actives 0.14% (n = 370,000) | AID 652106, 2013; note: potency is the fitted concentration of half-maximal effect; % of control where 0% means no effect; nearly all actives have a fitted effect of over 65% in size
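Screening used galactose-induced yeast with toxic alpha-synuclein levels, exposed to compound for 24 hr at 30 deg C. Cell growth, read with BacTiter-Glo luminescence, gave the measured signal.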
EPAC2 agonist = qHTS for Agonist of cAMP-regulated guanine nucleotide exchange factor 4 (EPAC2): primary screen | Rap guanine nucleotide exchange factor 4 (Homo sapiens), Q8WZA2 | EPAC2 activation, biochemical qHTS; response scale: 100% = 6.5 mM cAMP response | Potency, µM (doses to about 154 µM), without a hit: top-dose activation, usual class: activators | actives 0.079% (n = 360,000) | AID 720711, 2013; note: potency is the fitted concentration of half-maximal effect; nearly all actives have a fitted effect of over 50% in size
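Readout is BODIPY fluorescence (480 nm excitation, 540 nm emission), which falls as labeled GDP is exchanged off Rap1B. EPAC2 at 100 nM acted on 250 nM RAP1B-BODIPY-GDP with 50 uM GDP present.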
EPAC2 antag = qHTS for Antagonist of cAMP-regulated guanine nucleotide exchange factor 2 (EPAC2): primary screen; actives 0.18% (n = 360,000); EPAC2 GEF exchange of Rap1B-BODIPY-GDP, fluorescence; Rap guanine nucleotide exchange factor 4 (Homo sapiens), Q8WZA2; Potency, µM (titrated, usually from 114 µM), for the others: top-dose activity, negative = inhibition, most hits filed as inhibitors; note: potency is the fitted concentration of half-maximal effect; % is set by controls: 0 for no effect and ±100 for the full control effect; nearly all actives have a fitted effect of over 45% in size; many of its hits are not listed in these tables
Abeta yeast res = qHTS for compounds that reverse cellular toxicity of Amyloid beta (A-beta) peptide in yeast: Primary Screen. AID 1347071, 2019. actives 0.063% (n = 410,000). Potency, µM (highest dose often 46.1 µM), for the others: at the top dose growth rescue, actives largely listed as activators. yeast expressing A-beta42, growth rescue, OD600, 48 h; response scale: 0% DMSO, 100% iron-clioquinol control; note: potency is the fitted concentration of half-maximal effect; nearly all actives have a fitted effect of over 55% in size
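Yeast A-beta toxicity model in growth medium with pinned compounds, 48 h at 30 C; growth read as absorbance at 600 nm. Normalized to FeCl3/clioquinol equimolar mix (positive) and DMSO (negative).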
DRD3 antagonist = qHTS of D3 Dopamine Receptor Antagonist: qHTS; D(3) dopamine receptor (Homo sapiens), P35462; D3R cells, DiscoveRx beta-arrestin luminescence, antagonist mode; active compounds read low; max response, negative = inhibition, %; actives 2.5% (n = 360,000); AID 652054, 2013; in the data active = max response below about -50%; inconclusive = no clear call, values can overlap the other calls; note: % is set by controls: 0 for no effect and ±100 for the full control effect; mostly tested at two doses, the higher about 12 µM
Target sequence (P35462 whole entry, looked up): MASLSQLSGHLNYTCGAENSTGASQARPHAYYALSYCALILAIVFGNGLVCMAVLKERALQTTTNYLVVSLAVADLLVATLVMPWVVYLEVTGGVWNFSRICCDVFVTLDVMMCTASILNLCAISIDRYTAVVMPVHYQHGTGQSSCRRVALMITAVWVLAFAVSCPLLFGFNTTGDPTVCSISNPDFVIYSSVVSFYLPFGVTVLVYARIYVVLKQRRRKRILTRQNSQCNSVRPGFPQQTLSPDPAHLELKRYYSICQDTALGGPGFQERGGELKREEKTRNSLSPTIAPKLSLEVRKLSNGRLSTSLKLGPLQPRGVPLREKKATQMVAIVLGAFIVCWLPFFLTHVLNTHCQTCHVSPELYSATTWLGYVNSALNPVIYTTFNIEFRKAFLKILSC
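Cells expressing the human receptor were seeded at 1500 cells/well, incubated overnight at 37 degrees C in 5% CO2, then exposed to library compounds with dopamine controls for 90 minutes at 37 degrees C before luminescent detection.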
D3 ag = qHTS of D3 Dopamine Receptor Agonist: qHTS | D(3) dopamine receptor (Homo sapiens), P35462 | D3R DiscoveRx beta-arrestin cells, luminescence, 90 min | max activation, % | actives 0.58% (n = 410,000) | AID 652048, 2013; in the data active = max activation above about 30%; note: 0% is about no effect; mostly tested at two doses, the higher about 12 µM
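Cells at 1500/well, incubated overnight, then treated with pinned compounds (dopamine as control) for 90 min at 37 degrees C. DiscoveRx reagent added for 30 - 60 minutes at room temperature; luminescence read.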
FUS yeast rescue = qHTS for Suppressors of FUS Proteinopathy: Primary screen using FUS-linked yeast assay | S. cerevisiae FUS-expressing, growth rescue, OD600, 24 h | Potency, µM (series often up to 76.6 µM), without a hit: at the top dose growth rescue (activation), actives largely listed as activators | actives 0.24% (n = 390,000) | AID 1347120, 2019;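 note: potency is the fitted concentration of half-maximal effect; plate controls were DMSO vehicle for no effect and reference control for full effect; nearly all actives have a fitted effect of over 55% in size; some results filed as inactive show a strong effect at the top dose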
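FUS-expressing yeast, raffinose-pregrown, induced in 2% galactose minimal medium at OD 0.005; compounds in a dilution series, 24hr at 30C. Growth restoration read as absorbance at 600 nm. CP55940 positive control, DMSO negative.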
TDP-43 yeast inh = qHTS of TDP-43 Inhibitors; actives 1.8% (n = 410,000); AID 652104, 2013; Potency, µM (doses to about 46.1 µM), inactives show at the top dose growth rescue (activation), actives largely listed as activators; TDP-43 expressing yeast growth rescue, BacTiter-Glo, 24 h; note: potency is the fitted concentration of half-maximal effect; % of control where 0% means no effect; nearly all actives have a fitted effect of over 50% in size
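In this qHTS, compounds that restore growth of yeast expressing TDP-43 appear as activators. Cells (OD600=0.02, galactose medium, raffinose-pregrown) are incubated with compound 24 hr at 30 deg C and growth is quantified by BacTiter-Glo.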
Numbers without * were called inactive; [ ] = remark or other dose. Unless noted, calls come from the whole dose curve; as a rule, active = well fitted curve in the direction sought with a large enough effect; inconclusive = small, poorly fitted or top-dose-only effect, or another doubt; inactive = no such curve, though single readings can be large; an effect the other way counts as inactive or inconclusive. These rows are one share of the data; the hit share may differ from the screen's.

How did CC(=O)c1cccc(NC(=O)c2ccc3c(c2)c(C)c(C)n3Cc2ccc(Cl)cc2)c1 do in these assays?
Abeta yeast res: -11.5%; D3 ag: -4.1; FUS yeast rescue: 40.6%; TDP-43 yeast inh: -16.7%

How did Cc1ccccc1N1CCN(C2CCCN(C(=O)c3noc4c3CCCC4)C2)CC1 (stereo not given) do in these assays?
aSyn yeast inh: -2.6%; EPAC2 agonist: 5.4%; EPAC2 antag: 0.2%; Abeta yeast res: 0.0%; DRD3 antagonist: inconclusive; D3 ag: -41.5; TDP-43 yeast inh: -2.2%

Results for CN(Cc1ccccc1)c1nnc(N)s1 ?
aSyn yeast inh: -6.6%; EPAC2 agonist: 4.6%; EPAC2 antag: 7.9%; Abeta yeast res: -11.7%; DRD3 antagonist: -17.4; D3 ag: 1.7; FUS yeast rescue: -21.9%; TDP-43 yeast inh: 5.2%

What do the screens show for `COc1ccc(N2CCN(C(=O)COC(=O)c3ccc(C)o3)CC2)cc1`?
aSyn yeast inh: 1.1%; EPAC2 agonist: -3.8%; EPAC2 antag: 4.6%; Abeta yeast res: 3.8%; DRD3 antagonist: 15.1; D3 ag: 2.6; FUS yeast rescue: 1.5%; TDP-43 yeast inh: 25.5%

How did CC(C)NCC#CCOc1ccc(Cl)cc1 do in these assays?
aSyn yeast inh: 7.4%; EPAC2 agonist: 1.8%; EPAC2 antag: 0.6%; Abeta yeast res: -10.0%; DRD3 antagonist: -11.8; D3 ag: -5.4; FUS yeast rescue: 7.3%; TDP-43 yeast inh: 1.4%

How did O=C1CCCCC1C(O)(C(=O)c1ccccc1)c1ccccc1 (stereo not given) do in these assays?
aSyn yeast inh: 7.3%; EPAC2 agonist: 23.7%; EPAC2 antag: -12.9%; Abeta yeast res: -18.3%; DRD3 antagonist: -0.8; D3 ag: -8.1; FUS yeast rescue: 12.2%; TDP-43 yeast inh: 16.2%

Results for Cc1cccc(C)c1NC(=S)NN1CCN(C)CC1 ?
aSyn yeast inh: 0.2%; EPAC2 agonist: -2.1%; EPAC2 antag: 8.4%; Abeta yeast res: 22.8%; DRD3 antagonist: 0.3; D3 ag: 2.6; FUS yeast rescue: 3.4%; TDP-43 yeast inh: 2.5%

What do the screens show for `C[C@H](CO)N1C[C@H](C)[C@@H](CN(C)S(C)(=O)=O)Oc2c(NC(=O)c3ccncc3)cccc2C1=O`?
aSyn yeast inh: -0.4%; EPAC2 agonist: -0.1%; EPAC2 antag: -8.1%; Abeta yeast res: -2.1%; DRD3 antagonist: 9.0; D3 ag: 1.9; FUS yeast rescue: -3.8%; TDP-43 yeast inh: 7.4%

What do the screens show for `Cc1cccc(NC(=O)C2CCCN(S(=O)(=O)c3ccc4c(c3)oc(=O)n4C)C2)c1C` (stereo not given)?
Abeta yeast res: 8.7%; D3 ag: 0.7; FUS yeast rescue: -30.8%; TDP-43 yeast inh: 20.2%

How did COCCn1c(N)c(NCc2ccccc2)c(=O)[nH]c1=O do in these assays?
aSyn yeast inh: -7.1%; EPAC2 agonist: 6.8%; EPAC2 antag: 0.1%; Abeta yeast res: 13.9%; DRD3 antagonist: -18.2; D3 ag: -4.6; FUS yeast rescue: -6.1%; TDP-43 yeast inh: -4.0%

Arranged by molar mass (largest number first): part of the list above.
What do the screens show for `Cc1cccc(NC(=O)C2CCCN(S(=O)(=O)c3ccc4c(c3)oc(=O)n4C)C2)c1C` (stereo not given)?
Abeta yeast res: 8.7%; D3 ag: 0.7; FUS yeast rescue: -30.8%; TDP-43 yeast inh: 20.2%

What do the screens show for `COc1ccc(N2CCN(C(=O)COC(=O)c3ccc(C)o3)CC2)cc1`?
aSyn yeast inh: 1.1%; EPAC2 agonist: -3.8%; EPAC2 antag: 4.6%; Abeta yeast res: 3.8%; DRD3 antagonist: 15.1; D3 ag: 2.6; FUS yeast rescue: 1.5%; TDP-43 yeast inh: 25.5%

How did COCCn1c(N)c(NCc2ccccc2)c(=O)[nH]c1=O do in these assays?
aSyn yeast inh: -7.1%; EPAC2 agonist: 6.8%; EPAC2 antag: 0.1%; Abeta yeast res: 13.9%; DRD3 antagonist: -18.2; D3 ag: -4.6; FUS yeast rescue: -6.1%; TDP-43 yeast inh: -4.0%

(further entries)
How did CCOc1ccc(NC(N)=O)cc1 do in these assays?
aSyn yeast inh: 0.8%; EPAC2 agonist: 1.0%; EPAC2 antag: 6.0%; Abeta yeast res: 19.6%; DRD3 antagonist: 8.5; D3 ag: 17.8; FUS yeast rescue: -18.0%; TDP-43 yeast inh: -0.1%

Results for Cc1ccc(S(=O)(=O)Nc2cc(=O)[nH]c(SCc3ccc(Cl)cc3)n2)cc1 ?
aSyn yeast inh: 4.4%; EPAC2 agonist: -11.6%; EPAC2 antag: 2.0%; Abeta yeast res: 0.0%; DRD3 antagonist: 7.3; D3 ag: -4.8; TDP-43 yeast inh: 17.6%

What do the screens show for `CC(=O)C[C@@H](O)CC(=O)[C@H]1OC(=O)[C@H](C)C/C=C\Cc2ccccc21`?
aSyn yeast inh: 6.4%; EPAC2 agonist: 0.1%; EPAC2 antag: 0.0%; Abeta yeast res: -8.8%; DRD3 antagonist: 8.5; D3 ag: 2.1; FUS yeast rescue: -15.6%; TDP-43 yeast inh: -2.7%

How did CC1CCCC(C)N1C(=O)COC(=O)c1ccc(Br)o1 (stereo not given) do in these assays?
aSyn yeast inh: -1.2%; EPAC2 agonist: 4.1%; EPAC2 antag: -3.8%; Abeta yeast res: 17.1%; DRD3 antagonist: 0.0; D3 ag: -0.9; FUS yeast rescue: 4.3%; TDP-43 yeast inh: 10.4%

Results for CCOC(=O)N1CCC(NC(=O)c2c(C)nn(-c3ccc(C)cc3)c2-n2cccc2)CC1 ?
aSyn yeast inh: -6.5%; Abeta yeast res: -11.3%; D3 ag: -4.3; FUS yeast rescue: 13.1%; TDP-43 yeast inh: 13.0%

What do the screens show for `Cc1cc(NC(=O)c2ccc(Cl)cc2)c(C)cc1O`?
aSyn yeast inh: 23.4%; EPAC2 agonist: 5.6%; EPAC2 antag: 1.5%; Abeta yeast res: 5.5%; DRD3 antagonist: 7.3; D3 ag: 3.4; FUS yeast rescue: -4.2%; TDP-43 yeast inh: -6.8%[9.22 µM]

What do the screens show for `COc1ccc(-c2[nH]ncc2CN(C)Cc2cnccn2)c(OC)c1`?
aSyn yeast inh: 1.4%; EPAC2 agonist: 5.9%; EPAC2 antag: -11.1%; Abeta yeast res: -3.6%; DRD3 antagonist: inconclusive; D3 ag: -9.7; FUS yeast rescue: 16.9%; TDP-43 yeast inh: -7.9%

What do the screens show for `COc1ccc(CC(=O)Nc2ccc(C(=O)Nc3ccccc3C(=O)O)cc2)cc1OC`?
aSyn yeast inh: -6.1%; EPAC2 agonist: 29.8%; EPAC2 antag: 3.5%; Abeta yeast res: -16.3%; DRD3 antagonist: 67.0; D3 ag: -1.4; FUS yeast rescue: 11.6%; TDP-43 yeast inh: -1.3%

What do the screens show for `COc1ccc(S(=O)(=O)N2CCOCC2)cc1NC(=O)Cc1ccsc1`?
aSyn yeast inh: -0.8%; EPAC2 agonist: -3.3%; EPAC2 antag: -0.2%; Abeta yeast res: 6.3%; DRD3 antagonist: 1.9; D3 ag: 2.9; TDP-43 yeast inh: 7.5%

How did FC(F)(F)c1cccc(-n2cc(-c3ccccc3)c3c(N4CCCCC4)ncnc32)c1 do in these assays?
Abeta yeast res: 3.2%; D3 ag: 13.1; FUS yeast rescue: -7.3%; TDP-43 yeast inh: 0.0%

Results for O=C(O)CSCC(=O)NCc1ccc(Cl)cc1 ?
aSyn yeast inh: -2.2%; EPAC2 agonist: 5.4%; EPAC2 antag: 5.0%; Abeta yeast res: -2.2%; DRD3 antagonist: 3.3; D3 ag: 1.0; FUS yeast rescue: -0.4%; TDP-43 yeast inh: -23.6%

What do the screens show for `Clc1cccc(-c2ccc(CNCc3ccccn3)o2)c1`?
aSyn yeast inh: 3.7%; EPAC2 agonist: 3.3%; EPAC2 antag: -12.9%; Abeta yeast res: -0.7%; DRD3 antagonist: -26.7; D3 ag: -15.9; FUS yeast rescue: -12.3%; TDP-43 yeast inh: -2.2%

Results for COc1ccc(N2CCN(Cc3nc(-c4ccccc4)no3)CC2)cc1 ?
aSyn yeast inh: 4.5%; EPAC2 agonist: 12.4%; EPAC2 antag: -1.1%; Abeta yeast res: 6.0%; DRD3 antagonist: 13.8; D3 ag: 3.5; FUS yeast rescue: 3.0%; TDP-43 yeast inh: 15.2%

Results for O=c1[nH]c2ccc([N+](=O)[O-])cc2nc1/C=C(\O)c1ccccc1 ?
aSyn yeast inh: -1.7%; EPAC2 agonist: -9.9%; EPAC2 antag: -4.1%; Abeta yeast res: 7.6%; DRD3 antagonist: 9.8; D3 ag: 0.9; FUS yeast rescue: -25.7%; TDP-43 yeast inh: 9.8%

Results for COc1ccc(-c2ccnc(SCC(=O)c3ccc(OC)c(OC)c3)n2)cc1 ?
aSyn yeast inh: 0.4%; EPAC2 agonist: 5.2%; EPAC2 antag: -1.4%; Abeta yeast res: -1.2%; DRD3 antagonist: 6.9; D3 ag: 25.9; TDP-43 yeast inh: 19.3%

Results for Cc1cccc(C)c1OCCOC(=O)c1ccc(S(=O)(=O)N2CCCC2)cc1 ?
aSyn yeast inh: 2.5%; EPAC2 agonist: 9.1%; EPAC2 antag: 1.1%; Abeta yeast res: 9.9%; DRD3 antagonist: 3.5; D3 ag: 4.3; FUS yeast rescue: 29.4%; TDP-43 yeast inh: 19.3%

How did Cc1ccsc1C(=O)N1CCN(S(=O)(=O)c2cccc(F)c2)CC1 do in these assays?
aSyn yeast inh: 0.2%; EPAC2 agonist: 2.0%; EPAC2 antag: -2.7%; Abeta yeast res: -1.5%; DRD3 antagonist: -5.5; D3 ag: -0.6; FUS yeast rescue: 18.7%; TDP-43 yeast inh: -11.7%

How did CCn1nnc2cc(C(=O)Nc3ccc(C)cc3Br)ccc21 do in these assays?
Abeta yeast res: -28.9%; D3 ag: -10.7; FUS yeast rescue: -13.1%; TDP-43 yeast inh: -6.8%
